From PubChem
Akt phos inh: HTS Assay for Inhibitors of Akt Phophorylation: Primary Screen; Neuro2A IGF-stimulated pAkt S473 HTRF, 20 min; hits give low values; AID 651550, 2012; activity change, % for hits at 50 µM; 0.32% of 360,000 active; in the data active = activity change below about -80%; inconclusive = mostly about -51% to -80%; note: % is set by controls: 0 for no effect and ±100 for the full control effect
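Neuro2A cells (4,500/well, DMEM with 0.5% FBS) were treated with compound at a single 50 µM final concentration, stimulated with 6 nM IGF for 20 min at 37 °C, and lysed. Phospho-Akt Ser473 was read by HTRF as 665/615 ratio ×10^4.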
Mm-Cpn inhibitor: Inhibitors of TCP-1 ring complex (TRiC) of Methanococcus maripaludis (MmCpn): qHTS | purified Mm-Cpn ATPase, ADP Transcreener TR-FRET | 0.031% of 330,000 active | Potency, µM (top dose mostly 76.9 µM), inactives show at the highest dose activity, negative = inhibition, actives largely listed as inhibitors | AID 504842, 2011; note: potency is the fitted concentration of half-maximal effect; % is set by controls: 0 for no effect and ±100 for the full control effect; nearly all actives have a fitted effect of over 80% in size
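ATPase turnover read by TR-FRET ADP competition (Eu cryptate antibody/ADP-d2, 665/590 nm): 10uM ATP final, 25nM Mm-CPN final, 30 min 37degC after 10-min compound preincubation, pH 7.4 Tris/KCl/MgCl2/DTT buffer.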
PTHR1 ag: qHTS for PTHR1 Agonists: Primary Screen; AID 743266, 2014; HEK293 GP2 PTHR1 cells, GloSensor cAMP luminescence, 1 h; 0.075% of 410,000 active; Parathyroid hormone/parathyroid hormone-related peptide receptor (Homo sapiens), Q03431; Potency, µM (highest dose often 115 µM), for the others: at the highest dose activation, hits mostly activators; note: potency is the fitted concentration of half-maximal effect; nearly all actives have a fitted effect of over 55% in size; some results filed as inactive show a strong effect at the top dose; inactives centre near -15; many of its hits are not listed in these tables
Target sequence (Q03431 whole entry, looked up): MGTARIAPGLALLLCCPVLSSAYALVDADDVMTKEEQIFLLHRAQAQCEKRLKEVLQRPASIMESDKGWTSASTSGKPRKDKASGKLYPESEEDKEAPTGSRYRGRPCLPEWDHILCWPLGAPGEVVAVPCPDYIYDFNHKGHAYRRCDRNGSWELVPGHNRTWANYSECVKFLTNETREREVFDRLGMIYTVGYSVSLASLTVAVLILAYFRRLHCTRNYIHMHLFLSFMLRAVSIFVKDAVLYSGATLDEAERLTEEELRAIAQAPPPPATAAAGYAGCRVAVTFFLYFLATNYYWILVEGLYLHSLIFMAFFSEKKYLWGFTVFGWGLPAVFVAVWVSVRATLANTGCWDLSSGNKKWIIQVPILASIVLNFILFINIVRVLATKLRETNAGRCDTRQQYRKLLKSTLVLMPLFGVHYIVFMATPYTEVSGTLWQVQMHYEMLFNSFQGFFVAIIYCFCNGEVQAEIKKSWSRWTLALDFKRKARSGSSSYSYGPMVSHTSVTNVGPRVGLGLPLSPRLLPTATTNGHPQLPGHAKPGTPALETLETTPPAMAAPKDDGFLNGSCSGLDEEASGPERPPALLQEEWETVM
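HEK-293-derived GP2 cells expressing PTHR1 and a GloSensor cAMP reporter, 3,000/well, plated overnight, given luciferin plus IBMX (each 0.5 mM as added) for 1 h at 37 °C, then compound for 1 h at 37 °C. Luminescence was read after 15 min at room temperature.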
GLP1R cytotox: qHTS of GLP-1 Receptor Inverse Agonists: Cytotox Screen. Potency, µM (series often up to 38.3 µM), for inactives: top-dose activity change, negative = inhibition, actives largely listed as inhibitors. HEK293 cAMP-luciferase reporter cells, luminescence, 24 h. 0.13% of 410,000 active;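 note: loss of luciferase light is scored as toxicity; potency is the fitted concentration of half-maximal effect; % is set by controls: 0 for no effect and ±100 for the full control effect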
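Cells in DMEM/10% Nu serum/1% pen-strep, 1536-well format. Pre-incubated 12 h, dosed with 23 nL compound, incubated a further 24 h. Luciferase detection, 12 min at room temp, luminescence.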
aSyn rescue: qHTS of alpha-syn Inhibitors | Yeast expressing alpha-synuclein, growth rescue, BacTiter-Glo, 24 h | Potency, µM (top dose mostly 46.1 µM), for the others: at the top dose growth rescue (activation), actives largely listed as activators | 0.14% of 370,000 active | AID 652106, 2013; note: potency is the fitted concentration of half-maximal effect; % of control where 0% means no effect; nearly all actives have a fitted effect of over 65% in size
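Screening used galactose-induced yeast with toxic alpha-synuclein levels, exposed to compound for 24 hr at 30 deg C. Cell growth, read with BacTiter-Glo luminescence, gave the measured signal.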
TDP43 rescue: qHTS of TDP-43 Inhibitors; TDP-43 expressing yeast growth rescue, BacTiter-Glo, 24 h; Potency, µM (highest dose often 46.1 µM), for inactives: at the top dose growth rescue (activation), usual class: activators; 1.8% of 410,000 active; AID 652104, 2013; note: potency is the fitted concentration of half-maximal effect; % of control where 0% means no effect; nearly all actives have a fitted effect of over 50% in size
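Cell-based yeast growth screen: TDP-43 expression induced in galactose, inoculum OD600=0.02 after raffinose pregrowth to mid-log. Read-out BacTiter-Glo luminescence at 24 hr, 30 deg C; inhibition of toxicity seen as signal increase.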
FUS suppressor: qHTS for Suppressors of FUS Proteinopathy: Primary screen using FUS-linked yeast assay; AID 1347120, 2019; S. cerevisiae FUS-expressing, growth rescue, OD600, 24 h; Potency, µM (top dose mostly 76.6 µM), for inactives: at the top dose growth rescue (activation), hits mostly activators; 0.24% of 390,000 active;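 note: potency is the fitted concentration of half-maximal effect; plate controls were DMSO vehicle for no effect and reference control for full effect; nearly all actives have a fitted effect of over 55% in size; some results filed as inactive show a strong effect at the top dose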
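Quantitative HTS measuring growth restoration of FUS-toxic yeast. Galactose-induced cells (OD 0.005) were exposed 24hr at 30C to compounds at several concentrations, then absorbance at 600 nm was recorded.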
GLP-1R inv ag: qHTS of GLP-1 Receptor Inverse Agonists (Inhibition Mode). Potency, µM (titrated, usually from 38.3 µM), for the others: at the top dose activity change, negative = inhibition, most hits filed as inhibitors. HEK293 GLP-1R CRE-luciferase, luminescence, 24 h; GLP-1R form is constitutively active. 1.6% of 410,000 active. Glucagon-like peptide 1 receptor (Homo sapiens), P43220; note: potency is the fitted concentration of half-maximal effect; % is set by controls: 0 for no effect and ±100 for the full control effect; nearly all actives have a fitted effect of over 55% in size
Target sequence (P43220 whole entry, looked up): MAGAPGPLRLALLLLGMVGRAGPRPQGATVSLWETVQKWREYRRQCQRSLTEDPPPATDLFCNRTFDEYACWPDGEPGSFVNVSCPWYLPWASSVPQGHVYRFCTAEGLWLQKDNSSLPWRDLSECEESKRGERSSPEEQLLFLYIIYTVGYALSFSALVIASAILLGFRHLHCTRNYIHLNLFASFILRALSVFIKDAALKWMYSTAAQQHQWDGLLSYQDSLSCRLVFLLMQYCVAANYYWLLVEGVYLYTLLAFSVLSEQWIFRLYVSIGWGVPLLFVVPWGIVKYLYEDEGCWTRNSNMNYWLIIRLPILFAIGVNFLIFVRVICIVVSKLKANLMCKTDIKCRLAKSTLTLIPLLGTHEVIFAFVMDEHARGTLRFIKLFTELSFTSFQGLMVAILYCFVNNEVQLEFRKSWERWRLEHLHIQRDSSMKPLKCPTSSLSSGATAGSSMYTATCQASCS
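Inverse agonists were sought by their lowering of basal cAMP reporter luciferase output in HEK293 cells stably carrying constitutively active human GLP-1R, after 24 h compound treatment.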
Abeta rescue: qHTS for compounds that reverse cellular toxicity of Amyloid beta (A-beta) peptide in yeast: Primary Screen; yeast expressing A-beta42, growth rescue, OD600, 48 h; response scale: 0% DMSO, 100% iron-clioquinol control; AID 1347071, 2019; Potency, µM (highest dose often 46.1 µM), for the others: at the top dose growth rescue, actives largely listed as activators; 0.063% of 410,000 active; note: potency is the fitted concentration of half-maximal effect; nearly all actives have a fitted effect of over 55% in size
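Growth rescue measured by 600 nm absorbance after 48 h yeast culture at 30 C with compound. Values normalized between DMSO and an equimolar ferric chloride plus clioquinol control.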
* hit, by the source's call; i = inactive; u = inconclusive; x = no result given; [ ] = dose if it differs, or a comment. Unless noted, calls come from the whole dose curve; as a rule, active = well fitted curve in the direction sought with a large enough effect; inconclusive = small, poorly fitted or top-dose-only effect, or another doubt; inactive = no such curve, though single readings can be large; an effect the other way counts as inactive or inconclusive. An excerpt. The share of hits here may be higher or lower than overall.

Letter code: A = Akt phos inh; B = Mm-Cpn inhibitor; C = PTHR1 ag; D = GLP1R cytotox; E = aSyn rescue; F = TDP43 rescue; G = FUS suppressor; H = GLP-1R inv ag; I = Abeta rescue
SMILES: Cc1ccc(S(=O)(=O)N(C)C)cc1NC(=O)c1cc(C(C)(C)C)nn1Cc1ccccc1
  A: i	B: -1%	C: -27%	D: 6%	E: -2%	F: 1%	G: 18%	H: -66%	I: 3%

SMILES: Cc1[nH]c2ccccc2c1C(=O)Cn1c(=O)oc2ccccc21
  A: x	B: 0%	C: i	D: u	E: 1%	F: -4%	G: 13%	H: -2%	I: -3%

SMILES: CCOc1ccc(N(CC(=O)Nc2ccc(C)cc2C)S(C)(=O)=O)cc1
  A: i	B: 1%	C: u	D: 7%	E: 1%	F: 13%	G: 17%	H: -11%	I: 17%

SMILES: Cc1cccc(N2CC(C(=O)NCCC3=CCCCC3)CC2=O)c1C (configuration not stated)
  A: i	B: 1%	C: 0%	D: 11%	E: 0%	F: 9%	G: 13%	H: -9%	I: 18%

SMILES: COc1ccccc1CNC(=O)COC(=O)c1nccnc1N
  A: i	B: -7%	C: -20%	D: 1%	E: 2%	F: 0%	G: 22%	H: 5%	I: 9%

SMILES: CCc1noc(C)c1C(=O)N1CCCC(CCC(=O)NCc2ccc(F)c(F)c2)C1 (configuration not stated)
  A: i	B: 2%	C: -4%	D: -19%	E: -1%	F: 1%	G: -14%	H: -5%	I: -4%

SMILES: O=P(COc1ccccc1)(c1ccccc1)c1ccccc1
  A: i	B: 1%	C: -8%[57.5 µM]	D: -4%	E: 5%	F: 28%	G: 28%	H: u	I: 17%

SMILES: COc1cccc(NC(=O)CSc2nc3ccccc3c(=O)n2CCCC(=O)NCCCN2CCOCC2)c1
  A: i	B: -3%	C: i	D: 9%	E: -2%	F: 19%	G: 11%	H: 2%	I: 6%

SMILES: O=C(CCc1ccccc1)NNC(=O)c1ccc(NC(=O)c2ccccc2)cc1
  A: i	B: -2%	C: i	D: -11%	E: 2%	F: -9%	G: 29%	H: 14%	I: -22%

SMILES: O=C(NCC1CCCO1)c1ccc(Cl)c(S(=O)(=O)N2CCCCC2)c1 (configuration not stated)
  A: i	B: 1%	C: -36%[inhibitor]	D: 18%	E: -11%	F: -5%	G: x	H: -4%	I: -18%

SMILES: CCOc1ccc(C(=O)Nc2ccc3oc(-c4ccc(C)cc4C)nc3c2)cc1Br
  A: x	B: x	C: i	D: 0%	E: x	F: -5%	G: 8%	H: 7%	I: -7%

SMILES: COc1cc(CNC2CCCCCC2)cc(OC)c1O
  A: x	B: -2%	C: -9%[57.5 µM]	D: 3%	E: 1%	F: -10%	G: 5%	H: -10%	I: 8%

SMILES: CC(C)C(NC(=O)c1ccccc1NC(=O)c1ccccc1)C(=O)NNC(=O)c1ccncc1 (configuration not stated)
  A: i	B: -2%	C: -14%	D: -4%	E: -1%	F: -5%	G: u	H: 10%	I: -4%

SMILES: CC1CC(C)CN(S(=O)(=O)c2ccc(Oc3ccc([N+](=O)[O-])cc3)cc2)C1 (configuration not stated)
  A: i	B: -2%	C: -31%[inhibitor]	D: 13%	E: -4%	F: 13%	G: x	H: 0%	I: -6%

SMILES: CC(C)(C)c1ccc(C(=O)NC2CCS(=O)(=O)C2)cc1 (configuration not stated)
  A: i	B: 1%	C: -4%	D: 8%	E: -3%	F: -7%	G: 0%	H: 5%	I: -7%

SMILES: CCc1cc(-c2nnn(CCC3COCCO3)c2CC)ccc1-c1cn(Cc2ccc3ccccc3c2)nn1 (configuration not stated)
  A: i	B: x	C: -39%[inhibitor]	D: 8%	E: -4%	F: 0%	G: u	H: 0%	I: -7%

SMILES: Cc1ccc(C(=O)OCC(=O)Nc2ccc3c(c2)OCO3)cc1S(=O)(=O)N1CCOCC1
  A: i	B: -2%	C: -22%	D: 1%	E: 4%	F: 2%	G: 17%	H: 9%	I: -2%

SMILES: CCOc1ccc(Nc2sc(C(=O)c3cccc(OC)c3)c(N)c2S(=O)(=O)c2ccccc2)cc1
  A: x	B: x	C: -28%	D: -3%	E: -1%	F: 12%	G: u	H: 12%	I: -11%

SMILES: N#Cc1c(SCC(N)=O)nc2c(c1-c1ccc(O)cc1)CCCC2
  A: x	B: u	C: i	D: 9%	E: 1%	F: -13%	G: 18%	H: 52%[activator]	I: 19%

SMILES: c1ccc(Nc2nc(-c3ccccn3)cs2)cc1
  A: i	B: x	C: -16%	D: 3.2µM*	E: -26%	F: u	G: 23%	H: 5.6µM*	I: u

SMILES: O=C(CNC(=O)c1ccc(F)cc1)c1ccc(Cl)cc1
  A: i	B: 0%	C: -3%	D: -1%	E: 1%	F: -20%	G: 25%	H: u	I: -18%

SMILES: CC(=O)Nc1ccc(NC(=O)CCOc2ccccc2C)cc1
  A: i	B: 3%	C: i	D: 3%	E: 1%	F: -9%	G: 3%	H: -4%	I: 4%

SMILES: CCCOc1ccc(C(=O)N2CCN(Cc3ccc4c(c3)OCO4)CC2)cc1
  A: i	B: 1%	C: -32%	D: -2%	E: 17%	F: 10%	G: -7%	H: 7.9µM*	I: 20%

SMILES: Cc1ccccc1CS(=O)(=O)c1ncc(Cl)c(C(=O)Nc2ccc(F)cc2)n1
  A: x	B: 2%	C: i	D: u	E: -1%	F: 11µM*	G: -15%	H: u	I: -47%[inhibitor]

SMILES: Cc1ccc2nc(COc3cccc(NC(=O)Nc4ccc(C)c(Cl)c4)c3)cc(=O)n2c1
  A: x	B: x	C: -5%	D: -1%	E: x	F: 7%	G: -21%	H: 8%	I: -14%

GLP-1R inv ag: entries above that show a hit.
Compound,Akt phos inh,Mm-Cpn inhibitor,PTHR1 ag,GLP-1R inv ag
c1ccc(Nc2nc(-c3ccccn3)cs2)cc1,i,x,-16%,5.6µM*
CCCOc1ccc(C(=O)N2CCN(Cc3ccc4c(c3)OCO4)CC2)cc1,i,1%,-32%,7.9µM*

Some values from the entries so far.
CCCOc1ccc(C(=O)N2CCN(Cc3ccc4c(c3)OCO4)CC2)cc1 in Abeta rescue: 20%
Cc1cccc(N2CC(C(=O)NCCC3=CCCCC3)CC2=O)c1C (configuration not stated) in aSyn rescue: 0%

Going on with the list.
Below each compound: Akt phos inh, Mm-Cpn inhibitor, PTHR1 ag, GLP1R cytotox, aSyn rescue, TDP43 rescue, FUS suppressor, GLP-1R inv ag, Abeta rescue
NC(=O)C1CC(=O)N(c2ccc(OCC(=O)Nc3ccccc3F)cc2)C1 (configuration not stated)
→ i, 1%, -24%, 1%, 0%, 23%, -8%, -1%, 6%
CCOc1cc(C2C(C(=O)c3ccco3)=C(O)C(=O)N2CCc2ccccc2)ccc1O (configuration not stated)
→ i, 1%, i, -24%, -6%, 4%, u, 5%, -17%
COCCNC(=S)N1CCc2cc(OC)c(OC)cc2C1COc1ccc(F)cc1 (configuration not stated)
→ i, 0%, -14%, -5%, -4%, -5%, 23%, u, -12%
CCOCCCNC(=O)C(c1ccc(C)cc1)N(Cc1ccc2c(c1)OCO2)C(=O)c1ccc(NC(C)=O)cc1 (configuration not stated)
→ x, x, -28%, -5%, x, 15%, 36%, -5%, 0%
OCC1OC(Nc2ccccc2C=NO)C(O)C1O (configuration not stated)
→ i, x, -21%, -4%, -4%, -6%, -31%, 9%, -7%
CSc1ccc(NC(=O)Nc2ccc(C(=O)NCC(=O)O)cc2)cc1
→ i, -4%, i, -25%, 0%, 12%, -18%, 12%, 8%
Cc1ccc(OCC(=O)Nc2cc(S(=O)(=O)N3CCCCC3)ccc2C)c([N+](=O)[O-])n1
→ i, -1%, -35%[inhibitor], -3%, -4%, 5%, x, 4%, -5%
Cc1nnc(N2CCN(c3cccc(C(F)(F)F)c3)CC2)c2c1nnn2Cc1ccccc1
→ x, x, -29%, 2%, x, -1%, -13%, -11%, 0%
CCC(Oc1ccc(Br)cc1Cl)C(=O)Nc1nnc(C2CC2)s1 (configuration not stated)
→ i, 0%, -23%, -1%, 14%, u, x, u, -39%[inhibitor]
CCCn1c(NC(=O)c2ccc([N+](=O)[O-])o2)nc2ccccc21
→ i, 0%, i, -12%, -5%, 17%, 22%, 5%, 5%
CC(=O)Nc1nc2ccc(NC(=O)c3ccco3)cc2s1
→ i, -7%, i, -2%, 1%, 4%, 7%, 83%[activator], 22%
O=C(OCc1cc(=O)n2nc(-c3cccs3)sc2n1)c1ccccc1Br
→ x, x, -23%, 7%, x, 6%, 26%, 18%, -27%
Cc1ccc(S(=O)(=O)N2CCN(CC(O)CN3CCOCC3)CC2)cc1 (configuration not stated)
→ i, -1%, u, 3%, -9%, -13%, -19%, u, -1%
CCOC(=O)C(C(=O)OCC)C(CC(=O)C1CC1)c1ccccc1 (configuration not stated)
→ i, 4%, i, 1%, 5%, 14%, -5%, -23%, 5%
CC(C)C(=O)N1c2ccccc2NC2=C(C(=O)CCC2)C1c1ccc(N(C)C)cc1 (configuration not stated)
→ i, -3%, i, -7%, 3%, -4%, 11%, 1%, 6%
Cc1ccc2[nH]c3c(=O)n(CC(=O)N4CC(C)CC(C)C4)ncc3c2c1 (configuration not stated)
→ i, -1%, -10%, -10%, -1%, 13%, 22%, u, 12%
